RGS7-Gao = modulates binding of RGS7 to human Galphao; P09471; binding response (% of control), % at 10 µM; Multiplexed bead flow cytometry; actives lie on both sides; 220,000 compounds, 0.35% hits; in the data active = binding response below about 49% or above about 150%; inconclusive = no clear call, values can overlap the other calls; inactive = in between;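 also: fluorescent Galphao held in activated GDP-AlF4 state binding bead-coupled RGS7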
Target sequence (P09471 whole entry, looked up): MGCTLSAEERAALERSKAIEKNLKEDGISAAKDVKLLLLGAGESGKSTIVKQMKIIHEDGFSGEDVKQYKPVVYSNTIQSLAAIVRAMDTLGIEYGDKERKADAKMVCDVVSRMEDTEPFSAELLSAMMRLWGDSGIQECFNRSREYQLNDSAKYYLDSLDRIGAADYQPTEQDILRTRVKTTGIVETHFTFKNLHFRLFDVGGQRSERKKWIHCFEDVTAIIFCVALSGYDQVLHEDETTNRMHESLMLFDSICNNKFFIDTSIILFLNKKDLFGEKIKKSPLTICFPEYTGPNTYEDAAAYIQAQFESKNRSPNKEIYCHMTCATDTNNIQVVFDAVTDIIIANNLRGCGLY
ABCG2 inh = blocks JC-1 efflux by human ABCG2 transporter. Q9UNQ0. IgMXP3 cells, flow cytometry. inhibition, % at 6.6 µM. 190,000 compounds, 0.1% hits;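 active = inhibition above 80%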;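 also: 0% = DMSO and 100% = nicardipine control wells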
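Test system: IgMXP3 (ABCG2) plus far-red-tagged CCRF-Adr (ABCB1) cells / Amount: 3 million cells/mL in well / Reagent: JC-1 transporter substrate / Timing: 10 min compound exposure, 25 °C / Signal: flow cytometry, 530 nm JC-1 signal / Read-out: percent efflux inhibition, scaled nicardipine 100% to DMSO 0% / Benchmarks: nicardipine as high control, DMSO as low control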
Bim-Bcl-W = inhibitors of Bim-Bcl-W interaction, human. Q92843. bead-based flow cytometry, Bim peptide-Bcl-W binding. inhibition, % at 10 µM. 190,000 compounds, 0.02% hits;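 also: 0% = bound tracer without compound and 100% = peptide blocker; higher means less fluorescent Bim peptide bound to Bcl-W beads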
Target sequence (Q92843 whole entry, looked up): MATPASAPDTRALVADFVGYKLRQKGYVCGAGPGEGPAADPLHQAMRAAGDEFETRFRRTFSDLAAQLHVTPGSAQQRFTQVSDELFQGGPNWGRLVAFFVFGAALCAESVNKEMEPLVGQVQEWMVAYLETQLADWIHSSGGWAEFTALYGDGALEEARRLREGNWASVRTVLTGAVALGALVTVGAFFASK
GSH fluor = GSH bead compound fluorescence profile; AID 1776; GSH beads flow cytometry, compound fluorescence 488/530 nm; active compounds read high; 190,000 compounds, 0.25% hits; fluorescence (KMESF) at 10 µM; in the data active = fluorescence above about 89;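 also: glutathione beads carrying GST-tagged Bcl family fusion proteins plus one bare bead set; values are compound well signal with DMSO vehicle wells as background; inactives centre near 16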
Bcl-XL Bim block = human Bim-Bcl-XL interaction inhibition; inhibition, % at 10 µM; Q07817; AID 1007; 190,000 compounds, 0.04% hits; Bim peptide-Bcl-XL binding, bead flow cytometry, fluorescence
Bim-Bcl-2 = human Bim-Bcl-2 interaction inhibition | Bead-based flow cytometry, Bim peptide-Bcl-2 binding | 190,000 compounds, 0.06% hits | P10415 | inhibition, % at 10 µM; in the data active = inhibition above about 40%; inconclusive = no clear call, values can overlap the other calls;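 also: 0% = no compound wells with probe peptide and 100% = reference peptide inhibitor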
Target sequence (P10415 whole entry, looked up): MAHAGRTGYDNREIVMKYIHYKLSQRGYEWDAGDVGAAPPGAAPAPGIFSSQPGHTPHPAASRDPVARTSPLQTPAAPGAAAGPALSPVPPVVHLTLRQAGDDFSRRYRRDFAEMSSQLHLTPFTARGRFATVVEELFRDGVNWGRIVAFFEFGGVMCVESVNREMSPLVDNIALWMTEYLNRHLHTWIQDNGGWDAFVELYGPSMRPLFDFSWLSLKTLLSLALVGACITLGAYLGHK
ABCB1 block = inhibitors of human ABCB1 transporter, ABCG2 counter-screen | 190,000 compounds, 0.067% hits | CCRF-Adr cells, JC-1 efflux, flow cytometry | inhibition, % at 6.6 µM | AID 1326; in the data active = inhibition above about 40%;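 also: 0% = vehicle and 100% = reference inhibitor; higher value means more JC-1 retained so stronger ABCB1 efflux block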
Bim-Bcl-B = human Bim-Bcl-B interaction inhibition | bead-based flow cytometry, Bim peptide-Bcl-B binding | inhibition, % at 10 µM | 190,000 compounds, 0.073% hits;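 also: 0% = tracer peptide without compound and 100% = reference inhibitor peptide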
Target sequence (Q9HD36 whole entry, looked up): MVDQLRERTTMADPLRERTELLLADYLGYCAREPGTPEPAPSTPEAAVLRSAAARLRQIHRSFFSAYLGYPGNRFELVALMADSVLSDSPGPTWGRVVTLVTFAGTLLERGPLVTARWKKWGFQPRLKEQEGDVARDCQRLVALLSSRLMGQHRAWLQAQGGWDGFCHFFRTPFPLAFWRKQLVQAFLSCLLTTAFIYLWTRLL
Bfl-1 Bim block = inhibitors of Bim-Bfl-1 interaction, human. Q16548. Bead-based flow cytometry, Bim-Bfl-1 binding inhibition. inhibition, % at 10 µM. 190,000 compounds, 0.12% hits. AID 1008;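 also: 0% = wells without compound plus tracer and 100% = blocker peptide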
Avidin fluor = compound fluoresces at 488/530 nm on avidin beads; compound fluorescence 488/530 nm, flow cytometry; active compounds read high; fluorescence (KMESF) at 10 µM; 220,000 compounds, 0.38% hits; AID 1775; in the data active = fluorescence above about 47; also: inactives centre near 10
RGS4-Gao reg = modulates binding of RGS4 to human Galphao. 220,000 compounds, 0.33% hits. AID 1415. Multiplexed bead flow cytometry; actives lie on both sides. binding response (% of control), % at 10 µM; in the data active = binding response below about 49% or above about 150%; inactive = in between;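 also: fluorescent Galphao activated with aluminum fluoride binding bead-coupled RGS4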
Active calls of the source: *; u = inconclusive; x = not tested or not shown. Rule as the data show it, unless noted: active = inhibition above about 40%.

Order of results: Bim-Bcl-2	RGS4-Gao reg	Bcl-XL Bim block	Bim-Bcl-W	RGS7-Gao	GSH fluor	ABCG2 inh	Bim-Bcl-B	Bfl-1 Bim block	ABCB1 block	Avidin fluor
[1] CC(C)CC1(C)NC(=O)N(CCN2C(=O)c3ccccc3C2=O)C1=O (stereo not given)
  -11.0	99.8	-8.0	-4.0	101.1	21	-0.3	-5.0	-15.0	-0.2	34
[2] COCCCNC(=O)CCS(=O)(=O)Cc1ccc(C)cc1
  -11.0	102.9	-7.0	-4.0	99.6	28	-2.3	-11.0	-19.0	1.4	11
[3] CCn1cc(C(=O)NCCCN2CC(C)CC(C)C2)c(=O)c2cc(S(=O)(=O)N(C)C)ccc21 (stereo not given)
  -7.0	100.5	-5.0	-3.0	103.4	15	-1.9	-5.0	-2.0	-0.1	5
[4] O=C(CSc1ccc2c(c1)OCCO2)NCc1ccccc1
  3.0	106.2	0.0	0.0	102.8	10	3.3	0.0	-3.0	0.4	5
[5] CCOc1ccc(C(CC(=O)O)NC(=O)C2c3ccccc3Oc3ccccc32)cc1 (stereo not given)
  -5.0	102.3	-4.0	-4.0	99.9	14	-0.8	-7.0	-3.0	0.7	21
[6] Cc1ccc(-c2noc(CCC(=O)NCCCN3CCN(c4cccc(Cl)c4)CC3)n2)cc1
  -5.0	98.5	-9.0	0.0	95.7	5	5.2	-2.0	-10.0	2.2	9
[7] S=c1nc(-c2csc3c2CCCC3)[nH][nH]1
  1.0	87.4	-4.0	1.0	86.0	16	2.0	-17.0	0.0	-0.5	8
[8] COC(=O)C1CCN(C(=O)Cc2ccc(C)cc2)CC1
  -5.0	102.3	0.0	2.0	99.4	68	0.8	-3.0	-12.0	0.3	6
[9] Cc1cc(C)n2nc(SCCCC(=O)c3ccc(F)cc3)nc2n1
  -1.0	102.1	-3.0	-2.0	98.5	11	1.8	-4.0	-6.0	0.4	23
[10] COc1ccc(C(=O)NCc2nnc(SCC(=O)N3CCc4ccccc43)o2)cc1OC
  -1.0	107.2	0.0	0.0	103.6	17	1.6	-2.0	0.0	0.2	5

More compounds follow:
Order of results: Bim-Bcl-2	RGS4-Gao reg	Bcl-XL Bim block	Bim-Bcl-W	RGS7-Gao	GSH fluor	ABCG2 inh	Bim-Bcl-B	Bfl-1 Bim block	ABCB1 block	Avidin fluor
[11] CC(C)NC(=O)c1onc(CSc2ccccc2)c1C(=O)O
  -9.0	101.7	-4.0	1.0	100.8	32	2.9	-6.0	-10.0	0.5	11
[12] CC(=O)N1CCc2ccc(C(=O)CN3CCN(c4cccc(C)c4C)CC3)cc21
  -2.0	101.8	-2.0	-1.0	101.2	15	8.9	-1.0	2.0	1.4	7
[13] COc1ccc(Cl)cc1C(=O)N/N=C/c1ccc(N2CCOCC2)cc1
  1.0	98.6	2.0	0.0	100.2	9	5.7	0.0	-2.0	-0.5	10
[14] COc1ccc(Cl)cc1NC(=O)CSc1nnc(COc2ccccc2)n1N
  -7.0	100.6	-7.0	0.0	99.6	28	47.6	-9.0	-16.0	0.4	14
[15] COc1ccc(-c2nc(CNS(=O)(=O)c3cc(OC)ccc3OC)cs2)cc1
  -9.0	94.1	-14.0	-7.0	93.6	15	12.6	-11.0	-11.0	1.6	19
[16] CCN(CC)S(=O)(=O)c1ccc(C(=O)NCC(c2cccs2)N2CCOCC2)cc1 (stereo not given)
  -9.0	99.0	-2.0	0.0	101.3	11	4.2	-4.0	-7.0	0.5	9
[17] Cc1cccc[n+]1CCCCCCCCCC[n+]1ccccc1C
  -2.0	98.5	-3.0	-3.0	96.4	17	2.9	-7.0	-7.0	0.6	12
[18] CC(C)(C)NC(=O)C(Cc1ccccc1)NS(=O)(=O)c1cccc2nsnc12 (stereo not given)
  -4.0	92.6	1.0	2.0	96.6	23	-0.2	-3.0	-2.0	0.4	12
[19] COc1cccc(N2CCN(C3OC(=O)c4ccccc43)CC2)c1 (stereo not given)
  -2.0	101.4	-2.0	-1.0	102.8	13	2.0	0.0	-4.0	0.3	24
[20] C=CCc1cc(/C=C2/NC(=O)NC2=O)cc(OCC)c1O
  -1.0	101.9	0.0	0.0	102.5	12	15.6	-1.0	-5.0	-1.1	10

Full records, quoted from the list. Values in the order: Bim-Bcl-2 | RGS4-Gao reg | Bcl-XL Bim block | Bim-Bcl-W | RGS7-Gao | GSH fluor | ABCG2 inh | Bim-Bcl-B | Bfl-1 Bim block | ABCB1 block | Avidin fluor
COc1ccc(-c2nc(CNS(=O)(=O)c3cc(OC)ccc3OC)cs2)cc1 reads -9.0 | 94.1 | -14.0 | -7.0 | 93.6 | 15 | 12.6 | -11.0 | -11.0 | 1.6 | 19
CC(C)(C)NC(=O)C(Cc1ccccc1)NS(=O)(=O)c1cccc2nsnc12 (stereo not given) reads -4.0 | 92.6 | 1.0 | 2.0 | 96.6 | 23 | -0.2 | -3.0 | -2.0 | 0.4 | 12

New compounds follow
Order of results: Bim-Bcl-2	RGS4-Gao reg	Bcl-XL Bim block	Bim-Bcl-W	RGS7-Gao	GSH fluor	ABCG2 inh	Bim-Bcl-B	Bfl-1 Bim block	ABCB1 block	Avidin fluor
[21] COc1ccc2nc(Nc3nc4cc5c(cc4s3)OCCO5)sc2c1
  3.0	102.6	2.0	1.0	98.8	17	0.0	0.0	7.0	-0.1	12
[22] COc1ccc2cnn(-c3ccc(C)cc3)c(=O)c2c1OC
  0.0	118.2	0.0	-1.0	106.5	15	4.2	0.0	1.0	0.6	15
[23] CC(=O)c1ccc(N2CCN(C(=S)Nc3cccc(F)c3)CC2)cc1
  -1.0	105.2	-3.0	1.0	111.4	25	2.7	-6.0	1.0	0.1	12
[24] COCCn1c(=NC(=O)c2ccc(S(=O)(=O)N3CCc4ccccc4C3)cc2)sc2cc(S(N)(=O)=O)ccc21
  -2.0	91.2	-8.0	-4.0	90.3	22	-21.3	-4.0	-1.0	-8.5	11
[25] COc1ccc2nc(C)[nH]c(=O)c2c1
  0.0	96.0	-2.0	-2.0	94.4	14	5.1	0.0	-3.0	1.6	14
[26] Cc1c(/C=N\NC(=O)c2c[nH]c3ccccc23)cnn1C
  0.0	102.3	-1.0	0.0	u	14	0.2	0.0	-4.0	0.3	9
[27] Cc1c(C(=O)c2ccc(Cl)cc2[N+](=O)[O-])c2ccccn2c1CCC#N
  -2.0	101.2	-4.0	-2.0	103.5	11	8.0	-7.0	-3.0	2.0	5
[28] N/C(=N\OC(=O)COc1cc(Cl)c(Cl)cc1Cl)c1ccncc1
  0.0	111.5	-4.0	-3.0	115.0	20	0.9	-2.0	1.0	0.1	9
[29] CCOC(=O)/C(N=Nc1ccc(C(=O)O)cc1[N+](=O)[O-])=C(\C)O
  0.0	96.9	-1.0	2.0	u	14	2.5	-3.0	-1.0	1.0	10
[30] Cc1ccccc1C(=O)N1CCc2ccccc2C1
  -3.0	97.3	-1.0	-1.0	99.3	18	1.2	-2.0	-2.0	0.5	15

New compounds follow
Order of results: Bim-Bcl-2	RGS4-Gao reg	Bcl-XL Bim block	Bim-Bcl-W	RGS7-Gao	GSH fluor	ABCG2 inh	Bim-Bcl-B	Bfl-1 Bim block	ABCB1 block	Avidin fluor
[31] COCCOCCn1c(/C=C/c2ccccc2)nc2ccccc21
  2.0	101.5	-1.0	-1.0	u	18	13.7	-3.0	-4.0	1.3	8
[32] c1c2c(cc3sc(N4CCOCC4)nc13)OCO2
  -5.0	93.1	-4.0	1.0	110.4	26	0.7	-32.0	12.0	0.3	23
[33] CNC(=S)N1N=C(c2ccc(C)cc2)CC1c1ccc(Br)cc1 (stereo not given)
  -7.0	101.8	0.0	0.0	99.4	16	0.7	-8.0	-11.0	0.1	5
[34] Cc1ccc(N2C(=O)CC(SCC(=O)Nc3ccc(S(N)(=O)=O)cc3)C2=O)cc1 (stereo not given)
  -2.0	90.8	-2.0	-1.0	87.7	16	2.1	-3.0	-9.0	0.7	8
[35] COC(=O)/C=C1\SC(N2CCOCC2)=C(c2ccc(OC)cc2)C1=O
  0.0	98.8	-9.0	1.0	105.2	12	5.3	-36.0	33.0	0.0	3
[36] CC1(C)CC(=O)C(C=NCCN2CCN(CC(=O)Nc3ccc(Cl)cc3)CC2)=C(O)C1
  0.0	103.0	-2.0	0.0	u	12	0.8	0.0	-1.0	-0.6	9
[37] Cc1ccc(NC(=O)CSc2nnc(N)s2)c([N+](=O)[O-])c1
  0.0	98.6	0.0	-1.0	100.4	11	18.6	2.0	6.0	0.2	7
[38] COCCn1c(SCC(=O)NC(=O)NCc2ccccc2)nc2ccccc21
  -7.0	88.4	0.0	4.0	89.8	45	12.5	-6.0	-11.0	0.3	13
[39] COc1cccc(OC)c1OCCCSc1nc(C)cc(=O)[nH]1
  2.0	97.5	-1.0	-2.0	99.4	20	4.7	-5.0	-1.0	0.4	8
[40] COc1ccc(Nc2nc3ccc(C)cn3c(=O)c2/C=N/O)cc1
  -2.0	99.5	4.0	1.0	u	13	1.9	0.0	-7.0	0.1	8

(continued)
Order of results: Bim-Bcl-2	RGS4-Gao reg	Bcl-XL Bim block	Bim-Bcl-W	RGS7-Gao	GSH fluor	ABCG2 inh	Bim-Bcl-B	Bfl-1 Bim block	ABCB1 block	Avidin fluor
[41] COc1ccc(N2C(=O)CC(n3cnc4ccccc43)C2=O)cc1 (stereo not given)
  -7.0	101.5	-9.0	0.0	95.9	47	0.5	-8.0	-7.0	-0.6	x
[42] CCN1CCN(c2nc3ccccc3nc2C(C#N)S(=O)(=O)c2ccc(C)c(C)c2)CC1 (stereo not given)
  -2.0	99.4	-7.0	-5.0	97.9	16	-0.2	-2.0	1.0	0.2	36
[43] CC(C)CCNC(=O)c1ccc(Cl)c(NC(=O)Cc2ccccc2)c1
  -5.0	98.3	-3.0	-4.0	95.6	6	10.3	-6.0	-1.0	1.4	1
[44] Cc1ccc2c(C(=O)CN3CCSCC3)c(C)[nH]c2c1
  -5.0	101.2	-3.0	4.0	100.0	62	2.7	-8.0	-9.0	0.0	8
[45] O=C1NC2(O)C(=O)c3ccccc3C2(O)N1 (stereo not given)
  -1.0	96.4	-7.0	-7.0	98.9	12	0.3	-5.0	-4.0	0.5	11
[46] Cc1ccc(NC(=O)C2CCCN2S(=O)(=O)c2ccc3c(c2)CCC(=O)N3)cc1Cl (stereo not given)
  -3.0	97.0	-7.0	-2.0	101.5	26	5.7	-5.0	-3.0	1.3	6
[47] CCn1nc(C)c(C2C(C#N)=C(N)OC3=C2C(=O)CCC3)c1C (stereo not given)
  0.0	101.3	1.0	5.0	99.5	20	16.3	0.0	4.0	2.0	12
[48] Cc1cccc(OCc2nnc(SCC(=O)N3CCc4ccccc43)n2C)c1
  -2.0	96.3	0.0	-2.0	98.0	14	5.5	-1.0	-1.0	1.5	30
[49] O=C(NCc1ccccn1)[C@@H]1C[C@H]1[C@@H](NP(=O)(c1ccccc1)c1ccccc1)c1ccccc1
  0.0	100.3	-3.0	-2.0	102.1	17	4.4	-3.0	0.0	0.2	11

Source: PubChem BioAssay (NMMLSC)
